# High-throughput results (PubChem)
# DT40 TDP1 CPT: qHTS for Inhibitors of human tyrosyl-DNA phosphodiesterase 1 (TDP1): qHTS in cells in presence of CPT; chicken DT40 Tdp1-/-;hTDP1 cells + 20 nM CPT, ATP luminescence, 48 h; Potency, µM (highest dose often 46.2 µM), for inactives: at the highest dose activity change, negative = growth inhibition, hits mostly inhibitors; 420,000 compounds, 12% hits; AID 686979, 2013; also: nearly all actives have a fitted effect of over 55% in size
#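 Cell growth measured by CellTiter-Glo luminescence after a minimum 48 h, 37 C compound exposure with 20 nM CPT in Tdp1-knockout DT40 cells stably expressing hTDP1, seeded 400/well; qHTS titration format.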
# FEN1 inh: qHTS Assay for the Inhibitors of Human Flap endonuclease 1 (FEN1); P39748; Recombinant FEN1 flap cleavage, fluorescence, 15 min; Potency, µM (doses to about 114 µM), inactives show at the top dose activity change, negative = inhibition, most hits filed as inhibitors; 390,000 compounds, 0.35% hits; AID 588795, 2011; also: nearly all actives have a fitted effect of over 65% in size
# Target sequence (P39748 whole entry, looked up): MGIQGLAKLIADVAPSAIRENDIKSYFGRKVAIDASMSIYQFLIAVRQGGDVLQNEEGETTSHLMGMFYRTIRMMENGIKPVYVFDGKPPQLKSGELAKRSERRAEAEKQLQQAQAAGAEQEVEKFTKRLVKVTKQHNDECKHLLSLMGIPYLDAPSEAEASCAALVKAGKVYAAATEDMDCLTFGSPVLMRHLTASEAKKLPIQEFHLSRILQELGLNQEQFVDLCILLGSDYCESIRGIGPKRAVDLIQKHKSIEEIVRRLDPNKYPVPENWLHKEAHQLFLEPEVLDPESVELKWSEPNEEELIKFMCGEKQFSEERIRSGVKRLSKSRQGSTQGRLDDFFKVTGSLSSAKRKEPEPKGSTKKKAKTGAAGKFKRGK
#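 Potency values derive from four-parameter Hill fits of normalized qHTS data. The reaction used 10 nM FEN1 preincubated 15 min at room temperature with compound, then 50 nM DNA substrate, read at 0 and 15 min.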
# N370S GC mod: qHTS Assay for Inhibitors and Activators of N370S glucocerebrosidase as a Potential Chaperone Treatment of Gaucher Disease; N370S GC spleen homogenate, 4MU-glucoside fluorescence; Potency, µM (titrated, usually from 59.4 µM), for inactives: top-dose activity change, negative = inhibition, actives largely listed as inhibitors; 330,000 compounds, 0.092% hits;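 also: 0% = full enzyme activity and -100% = no enzyme basal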
# * = called active by the depositor; ? = inconclusive; · = no result given; & = joins results of further samples; [ ] = remark or other dose. Calls follow the shape of the dose curve; as a rule, active = well fitted curve in the direction sought with a large enough effect; inconclusive = small, poorly fitted or top-dose-only effect, or another doubt; inactive = no such curve, though single readings can be large; an effect the other way counts as inactive or inconclusive. Unless noted, % is scaled to controls: 0 for no effect and ±100 for the full control effect; potency is read from the fitted curve at half-maximal effect. Not all compounds are listed; count on the stated rates, not on these rows.
# Below each SMILES: DT40 TDP1 CPT	FEN1 inh	N370S GC mod
COc1ccc(C(C)=O)cc1CSc1nc(NCCc2ccccc2)c2ccccc2n1
    18µM*	7%	·
C/C(=N\NC(=O)C(N)=O)c1cccc(C(F)(F)F)c1
    7%	0%	24%
COc1ccc(CN(C)C(=O)c2ccc(NC(=O)CC3SC(N4CCCCC4)=NC3=O)cc2)c(OC)c1 (configuration not stated)
    ?	13%	·
Cc1ccc(Cl)cc1N1CCN(CC(O)COC(C)C)CC1 (configuration not stated)
    -20%	3%	-11%
COC(=O)CSc1nc(C2CC2)cc(C(F)(F)F)c1C#N
    -8%	-14%	24%
CC1(C(=O)O)CCC(C(=O)Nc2ccc(S(N)(=O)=O)cc2)C1(C)C (configuration not stated)
    -9%	-4%	-7%
CC(C)=CCC/C(C)=C/CC/C(C)=C/CC/C(C)=C/CO
    0%&-10%	·	-1%&-26%
Cc1cc(N/N=C/c2cccc(Br)c2)nc2ccccc12
    -22%	-4%	-2%
COc1ccc(-c2nc(N)n[nH]2)cc1OC
    -2%	2%	6%
COC(=O)c1nc(NC(=O)c2ccc(Br)cc2)n[nH]1
    -21%	1%	1%
Cc1ccc(S(=O)(=O)N2CCOCC2)cc1C(=O)NCc1cccs1
    29%	-1%	7%
Cc1ccc(C(=O)N2CCN(Cc3ccccc3)CC2)o1
    -6%	8%	2%
COc1ccccc1N1CCN(C(=O)c2ccc(C(C)(C)C)cc2)CC1
    4.6µM*	6%	-9%
O=C(c1ccc2c(c1)C(=O)N(CCCO)C2=O)c1ccc2c(c1)C(=O)N(CCCO)C2=O
    26%	-4%	4%
CCCNC(=S)NNC(=O)c1cc(-c2cccnc2)nc2ccccc12
    15%	15%	1%
CCCC(C)NC(=O)COc1ccc(S(=O)(=O)c2ccc(OCC(=O)NC(C)CCC)cc2)cc1 (configuration not stated)
    -8%	7%	1%
NS(=O)(=O)c1cc(C(=O)NNC(=O)c2ccc3c(c2)OCO3)ccc1Cl
    -4%	2%	·
CCOC(=O)c1ccccc1NC(=O)CSc1cc(C)[nH]c(=O)n1
    -11%	21%	·
CCOC(=O)[C@@H]1[C@H]2COc3ccc(Br)cc3[C@@H]2N2C(=O)N(c3ccc(C)cc3)C(=O)[C@]12C
    ?	-9%	-5%
COc1ccccc1N(Cc1ccccc1)S(=O)(=O)c1cccc(C(=O)Nc2ccc(C(C)=O)cc2)c1
    -5%	-17%	7%
C=CCC1(C#N)C(SC)=NC2=C(C(=O)CC(C)(C)C2)C1c1ccc(Br)cc1 (configuration not stated)
    ?	-11%	8%
Cc1noc(C)c1COC(=O)C1CCN(S(=O)(=O)c2c(Cl)cccc2Cl)CC1
    -2%	-15%	-1%
COC(=O)c1sccc1S(=O)(=O)N(CC(=O)NCc1ccc(C)cc1)c1ccc(Cl)cc1
    ?	-13%	·
COc1ccc(Br)cc1/C=N/N1C(=O)CSC1=S
    ?	-17%	-2%
Cc1ccc(CS(=O)(=O)Cc2ccc(C(=O)NCCc3ccc(Cl)cc3)o2)cc1
    -17%	17%	·
CCCCCCCCCCOC(=O)C[N+](C)(C)CC1CCCCC1O (configuration not stated)
    -13%	3%	?
NC(=O)C1CCN(c2ccc(S(=O)(=O)N3CCCCC3)cc2[N+](=O)[O-])CC1
    -25%	-3%	·
Cc1[nH]c(=O)[nH]c(=O)c1C1N2CC3(C(C)C)CN1CC(C(C)C)(C2)C3=O (configuration not stated)
    8%	1%	·
CCCc1nc(SCC(=O)Nc2ccccc2)c2c(=O)n(C)c(=O)n(C)c2n1
    ?	0%	-1%
CCC1CN(C(=O)N2CCC(C(=O)NCc3cccs3)CC2)c2ccccc2O1 (configuration not stated)
    21µM*	-2%	·
Fc1ccc2nc(C3CCCCN3Cc3nc(CC4CC4)no3)[nH]c2c1 (configuration not stated)
    -5%	0%	1%
CCCOc1cc2c(C#N)c(N3CCCC3)nc(N)c2c(N)n1
    -26%	-20%	·
Cc1ccc(-n2nc(C(=O)Nc3ccc(Br)cc3C)c(=O)n(C)c2=O)cc1
    -16%	15%	·
c1ccc(C(c2ccccc2)c2noc(CN3CCN(CC4CC4)CC3)n2)cc1
    15µM*	15%	?
c1ccc(CCNc2cnccn2)cc1
    0%	16%	16%
O=C(CNC(=O)c1ccc(Cl)cc1)OCCCOC(=O)CNC(=O)c1ccc(Cl)cc1
    -10%	-6%	?
CC(=O)Nc1ccc(S(=O)(=O)NCCc2c[nH]c3ccc(C)cc23)cc1
    -22%	-1%	?
CCOc1ccc(OCc2ccc(C(=O)NCC3CCCO3)o2)cc1 (configuration not stated)
    ?	5%	-2%
COc1cc2c(cc1OC)CN(C(=O)CCOc1ccccc1)CC2
    ?	-2%	-4%
CCN(CC)C(=O)CSc1nnc(-c2cc3ccccc3cc2O)n1CC
    0.92µM*	9%	-19%
Cc1ccc(S(=O)(=O)NC2CC(=O)N(c3ccc4c(c3)OCCO4)C2)cc1 (configuration not stated)
    ?	4%	0%
Cc1cccc(/C=N/NC(=O)c2cc(-c3cccnc3)nc3ccccc23)c1
    0%	-7%	0%
COC(=O)c1ccc(CSc2nc3ccccc3c(=O)n2-c2ccccc2)o1
    ?	-19%	11%
COc1ccc(CCNC(=O)CSc2nnc3ccc(-c4cccnc4)nn23)cc1OC
    -1%	19%	3%
CCc1ccc(NC(=O)CN2CCc3ccccc3C2)cc1
    ?	-14%	-13%
O=C(O)c1ccccc1-c1ccccc1C(=O)NCc1ccccc1F
    9%	-2%	-6%
O=C(CN1C(=O)COc2ccc(S(=O)(=O)N3CCCC3)cc21)NCCc1ccc(Cl)cc1
    ?	-6%	·
COc1ccc(CNc2ccnc(-c3ccccc3Cl)n2)c(OC)c1
    ?	·	4.5µM*
CCCCN(C(=O)c1cc(CC)c(C)s1)c1c(N)n(CC(C)C)c(=O)[nH]c1=O
    -4%	14%	-1%
COc1cccc(C(c2sc3nc(C)nn3c2O)N2CCc3ccccc3C2)c1 (configuration not stated)
    ?	6%	20%

# Continuation.
# Below each SMILES: DT40 TDP1 CPT	FEN1 inh	N370S GC mod
COC(=O)c1cc(S(=O)(=O)NCc2cccc(OC)c2)cn1C
    -29%	-10%	-5%
O=c1n(-c2ccccc2)c(=O)n2n1CCCC2
    -7%	-3%	4%
Clc1ccccc1-c1cc(NCc2cccnc2)ncn1
    0%	·	0%
c1ccc2c(CSc3ncnc4nc[nH]c34)cccc2c1
    ?	-12%	2%
OCC(O)C1OCOC(C(O)CO)C1O (configuration not stated)
    0%	1%	·
N/N=C1\CCCc2c1[nH]c1ccc([N+](=O)[O-])cc21
    -24%	13%	-6%
O=C(CCNC(=O)c1ccccc1)NNC(=O)c1ccccc1Br
    7%	6%	·
CCCCN1C(=O)C(=O)NC[C@@H]1C(C)CC (some centres not stated)
    -6%	-2%	3%
Cc1ccc(NC(=O)C(=O)NN=C2CCCC2)cc1C
    2%	8%	-1%
COc1ccc(-c2cc(=O)c3c(C)cc(O)cc3o2)cc1
    ?	?	·
CS(=O)(=O)CCC(C(=O)N1CCOCC1)N1C(=O)c2cc(Cl)c(Cl)cc2C1=O (configuration not stated)
    -3%	7%	1%
COc1ccc(CCN2CC(C(=O)NCc3nc(C)c(C)s3)CCC2=O)cc1 (configuration not stated)
    -30%	0%	0%
O=C(NN(CC(O)COc1ccccc1)CC(O)COc1ccccc1)c1ccccc1 (configuration not stated)
    8%	-16%	-23%
COc1ccc(-c2cc(=O)c3ccc(O)cc3o2)cc1
    ?	6%	-8%&-9%
CCCCC(=O)Nc1cccc(NC(=O)CC)c1
    -4%	9%	26%
COC(=O)c1c(C)sc(-c2c(-c3ccc4c(c3)OCCO4)[nH]c3[nH]c(=O)[nH]c(=O)c23)c1O
    0%	-25%	·
Cc1ccc(NC(=O)CSc2ncnc3ccccc23)cc1S(=O)(=O)N1CCCCC1
    26µM*	-4%	13%
C#Cc1cccc(NC(=O)c2ccc(Cl)cc2Cl)c1
    -12%	0%	12%
CCOC(=O)C1=C(C)OC(N)=C(C#N)C1C1CCCCC1 (configuration not stated)
    -3%	2%	3%
COc1ccc(N2C(=O)C(CC(=O)Nc3ccc(Cl)cc3)N(NC(=O)c3cccc(F)c3)C2=S)cc1 (configuration not stated)
    -8%	1%	3%
Cc1cc(/C=N/NC(=O)c2ccccc2F)c(C)n1-c1ccccc1
    -18%	0%	1%
O=C(CNC(=O)c1ccccc1F)OCC(=O)N1CCCCC1
    8%	-2%	2%
COc1ccc(C2C(C(=O)c3cccs3)=C(O)C(=O)N2CCN2CCOCC2)c(OC)c1 (configuration not stated)
    1%	-7%	-16%
COc1ccc(CNCCc2ccccc2)cc1OCC(N)=O
    -4%	10%	-3%
N#Cc1ccccc1NC(=O)Nc1cccc(Cl)c1
    11%	5%	6%
CC(=O)Nc1ccc2c(c1)C(=O)N(c1ccc(C)cc1)C2=O
    1%	1%	21%
CCCCN(C(=O)CSc1nc2ccccc2s1)c1c(N)n(CCCC)c(=O)[nH]c1=O
    -2%	0%	·
COc1ccc(NC(=O)c2cc3c(=O)n(Cc4cccs4)ccc3nc2C)c(OC)c1
    16µM*	16%	·
CN(C)c1nc(NCc2ccccc2)nc(SCC(=O)Nc2ccccc2Cl)n1
    -11%	-6%	5%
Cc1cc(C)c(Cn2c(=O)n(CCCCCC(=O)NCc3ccc4c(c3)OCO4)c(=O)c3sccc32)c(C)c1
    ?	23%	·
COc1ccc(C(=O)COC(=O)CNS(=O)(=O)c2ccc(C)cc2)cc1
    -8%	10%	1%
O=C(NCc1ccco1)C1CCN(c2ccc(N3CCOCC3)nn2)CC1
    2%	-15%	4%
CC1(C)CC(=O)C(C=NCCN2CCN(C(=O)CC3CCCC3)CC2)=C(O)C1
    -29%	-3%	6%[2.35 µM]
Cc1nc2nc(NC(=O)c3ccc(C(C)(C)C)cc3)[nH]n2c(=O)c1Cl
    8%	6%	·
NC(=O)C1CC(=O)N(c2ccc(OCC(=O)Nc3ccccc3F)cc2)C1 (configuration not stated)
    11%	0%	·
Cc1ccc(S(=O)(=O)N2CCN(C(=O)N3CCOCC3)CC2)c(C)c1
    -2%	20%	-2%
Cn1c(=N)n(CC(O)c2cccs2)c2ccccc21 (configuration not stated)
    0%	-2%	1%
C[C@@H]1CC=C[C@H]2[C@H]1C(=O)N(Cc1ccccc1)[C@H]2c1cccc([N+](=O)[O-])c1
    21µM*	5%	16%
CN(CC(=O)NCc1cccs1)S(=O)(=O)c1cccc2cccnc12
    -10%	-13%	?
COc1ccc(CCNc2oc(-c3ccc(C)cc3)nc2C#N)cc1OC
    ?	-21%	14%

# Arranged by count of non-hydrogen atoms (lowest first): some entries from above.
# Below each SMILES: DT40 TDP1 CPT	FEN1 inh	N370S GC mod
Cc1nc2nc(NC(=O)c3ccc(C(C)(C)C)cc3)[nH]n2c(=O)c1Cl
    8%	6%	·
NC(=O)C1CC(=O)N(c2ccc(OCC(=O)Nc3ccccc3F)cc2)C1 (configuration not stated)
    11%	0%	·
CC1(C)CC(=O)C(C=NCCN2CCN(C(=O)CC3CCCC3)CC2)=C(O)C1
    -29%	-3%	6%[2.35 µM]

# Next part:
# Below each SMILES: DT40 TDP1 CPT	FEN1 inh	N370S GC mod
Cc1nn2c(=O)cc(COC(=O)c3ccc(C(C)(C)C)cc3)nc2s1
    -28%	-6%	·
O=C(O)c1ccccc1CC(CCc1ccccc1)C(=O)O (configuration not stated)
    -4%	3%	·
COc1cccc(Cn2c(=O)n(CCc3ccccc3)c(=O)c3c2c2cc(OC)ccc2n3C)c1
    1%	2%	·
O=C(N/N=C/c1cccnc1)C(O)(c1ccccc1)c1ccccc1
    -5%	-3%	5%
CC(NC(=O)c1ccccc1NS(C)(=O)=O)c1ccccc1 (configuration not stated)
    5%	-1%	6%
CCCN1CCC(N2CCN(c3cccc(C(F)(F)F)c3)CC2)CC1
    23µM*	12%	-10%
CC(C)C[C@@H](CO)NS(=O)(=O)c1cc(Cl)ccc1F
    4%	-4%	·

# Among those listed so far, 7 contain bromine.
# Below each SMILES: DT40 TDP1 CPT	FEN1 inh	N370S GC mod
Cc1cc(N/N=C/c2cccc(Br)c2)nc2ccccc12
    -22%	-4%	-2%
COC(=O)c1nc(NC(=O)c2ccc(Br)cc2)n[nH]1
    -21%	1%	1%
CCOC(=O)[C@@H]1[C@H]2COc3ccc(Br)cc3[C@@H]2N2C(=O)N(c3ccc(C)cc3)C(=O)[C@]12C
    ?	-9%	-5%
C=CCC1(C#N)C(SC)=NC2=C(C(=O)CC(C)(C)C2)C1c1ccc(Br)cc1 (configuration not stated)
    ?	-11%	8%
COc1ccc(Br)cc1/C=N/N1C(=O)CSC1=S
    ?	-17%	-2%
Cc1ccc(-n2nc(C(=O)Nc3ccc(Br)cc3C)c(=O)n(C)c2=O)cc1
    -16%	15%	·
O=C(CCNC(=O)c1ccccc1)NNC(=O)c1ccccc1Br
    7%	6%	·
